Compound activity as filed in PubChem.
FLuc inh: inhibitors of firefly luciferase; purified firefly luciferase, luminescence, 8 min; Potency, µM (titrated, usually from 57.1 µM), inactives show at the highest dose activity change, negative = inhibition, most hits filed as inhibitors; 2.2% of 72,000 active; AID 411; further: potency means the concentration at half of the fitted maximal effect; on the % scale 0 is the no-effect control and ±100 the full control effect; nearly all actives have a fitted effect of over 40% in size
Target sequence (P08659 whole entry, looked up): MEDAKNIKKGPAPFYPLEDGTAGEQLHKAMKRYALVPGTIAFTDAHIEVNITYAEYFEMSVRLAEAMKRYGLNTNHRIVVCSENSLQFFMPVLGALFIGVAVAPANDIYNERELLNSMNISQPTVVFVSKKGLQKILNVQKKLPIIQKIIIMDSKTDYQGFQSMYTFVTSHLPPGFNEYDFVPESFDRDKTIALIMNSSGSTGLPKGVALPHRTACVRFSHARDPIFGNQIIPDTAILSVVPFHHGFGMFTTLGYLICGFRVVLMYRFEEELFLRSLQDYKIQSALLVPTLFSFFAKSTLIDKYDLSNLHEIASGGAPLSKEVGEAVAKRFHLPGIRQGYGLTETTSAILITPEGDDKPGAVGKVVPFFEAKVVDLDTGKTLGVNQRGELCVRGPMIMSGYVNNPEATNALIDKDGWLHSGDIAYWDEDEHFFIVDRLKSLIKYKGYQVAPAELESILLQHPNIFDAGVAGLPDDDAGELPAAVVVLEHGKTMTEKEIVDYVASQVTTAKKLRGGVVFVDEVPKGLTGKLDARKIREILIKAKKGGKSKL
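qHTS concentration-response profiling: light output of P. pyralis luciferase with luciferin and 10 uM ATP, imidazole buffer pH 7.2. Read by luminescence after 8-min room-temperature incubation.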
Fluorescein fluor: fluorescein region autofluorescence; Compound autofluorescence, 480/540 nm, fluorescein-equivalent; active compounds read high; max fluorescein-equivalent concentration, M; 0.91% of 59,000 active; in the data active means max fluorescein-equivalent concentration above about 10 nM; inconclusive means between about 1.1 nM and that limit
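Compounds were pin-transferred into 100 mM Tris buffer, pH 8.0, and incubated 15 min at room temperature. Fluorescence was read at 480 nm excitation/540 nm emission. Signals were normalized to an on-plate six-point fluorescein standard curve as dye-equivalent concentration.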
Casp1 inh: blocks human caspase-1 allosterically or competitively; Caspase-1 enzyme, Ac-WEHD-AFC fluorogenic rate; Potency, µM (top dose mostly 57.5 µM), without a hit: at the top dose activity change, negative = inhibition, most hits filed as inhibitors; 0.03% of 75,000 active; AID 900;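 further: potency means the concentration at half of the fitted maximal effect; plate controls were vehicle for no effect and no substrate for full effect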
Target sequence (P29466 120-297 limits assumed): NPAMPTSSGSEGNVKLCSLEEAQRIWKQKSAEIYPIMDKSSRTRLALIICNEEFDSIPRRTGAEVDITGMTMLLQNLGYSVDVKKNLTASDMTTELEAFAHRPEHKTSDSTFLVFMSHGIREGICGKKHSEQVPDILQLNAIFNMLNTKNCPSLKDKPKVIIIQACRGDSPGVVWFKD
Target sequence (P29466 317-404 limits assumed): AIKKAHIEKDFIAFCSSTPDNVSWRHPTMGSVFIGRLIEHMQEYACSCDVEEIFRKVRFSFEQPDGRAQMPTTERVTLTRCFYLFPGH
Caspase-7 inhib: allosteric or competitive inhibitors of human caspase-7. P55210. recombinant caspase-7, Ac-DEVD-AFC fluorescence rate. Potency, µM (titrated, usually from 57.5 µM), without a hit: at the top dose activity change, negative = inhibition, hits mostly inhibitors. 0.02% of 75,000 active. AID 889; active means well fitted inhibition curve with a large enough effect in the main read-out, with a control signal flat, not every such curve was filed as active; inconclusive means small, poorly fitted or top-dose-only effect, or a change in a side signal; further: potency means the concentration at half of the fitted maximal effect; % of control where 0% means no effect
Tau fil binding: binds recombinant human tau filaments; Potency, µM (doses to about 57.1 µM), inactives show at the highest dose activity change, negative = inhibition; recombinant tau filaments, thioflavin S fluorescence, 15 h; filaments grown with octadecylsulfate alongside compound; 2% of 71,000 active;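 further: potency means the concentration at half of the fitted maximal effect; on the % scale 0 is the no-effect control and ±100 the full control effect; actives lower thioflavin S fluorescence by blocking filaments or displacing dye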
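His-tagged recombinant human tau (exons 2, 3 and 10 included), 1 uM, was induced to fibrillize by 30 uM sodium octadecylsulfate with compound present. After 15 h at 37 C, thioflavine S fluorescence (ex 450, em 510 nm) was read.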
ERK AVP block: blocks ERK signaling stimulated by vasopressin | 0.99% of 72,000 active | HEK293-V1b, vasopressin-stimulated pERK AlphaScreen | Potency, µM (doses to about 57.5 µM), for inactives: top-dose activity, negative = inhibition, usual class: inhibitors; further: potency means the concentration at half of the fitted maximal effect; on the % scale 0 is the no-effect control and ±100 the full control effect; nearly all actives have a fitted effect of over 55% in size
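HEK293 cells stably expressing V1b receptor, preincubated 30 min at 37 °C with compound, then stimulated 5 min with 25 nM vasopressin. Phospho-ERK by AlphaScreen SureFire after 5 h RT; normalized to DMSO and vasopressin; AC50 by Hill fit.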
Rhodamine autofl: compound fluoresces in the rhodamine spectral region; Rhodamine-region fluorescence, 547/598 nm, Tris buffer; active compounds read high; max dye-equivalent concentration, M; 0.05% of 59,000 active; AID 594; in the data active means max dye-equivalent concentration above about 11 nM; inconclusive means between about 1.1 nM and that limit
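A six-point rhodamine series on each plate calibrates the signal. Compounds sit in 100 mM Tris (pH 8.0) for 15 min at ambient temperature before imaging through 547 nm/598 nm filters.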
HEK293 cAMP ctrl: raises cAMP in parental HEK293 cells, TSHR agonist counter-screen; parental HEK293 CNG cAMP sensor, membrane potential fluorescence; Potency, µM (top dose mostly 57.1 µM), without a hit: top-dose activation, hits mostly activators; 2.5% of 73,000 active; AID 938; further: potency means the concentration at half of the fitted maximal effect; % of control where 0% means no effect; nearly all actives have a fitted effect of over 55% in size
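Counterscreen for endogenous-receptor signalling: CNG-channel HEK 293 cells report cAMP rise by membrane depolarization. After 60 min dye equilibration with 100 uM RO 20-1724, compounds incubated 30 min before bottom-read fluorescence at 590 nm.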
A350 fluor: compounds fluorescent in Alexa 350 spectral region. max dye-equivalent concentration, M. AID 590. 11% of 59,000 active. Compound autofluorescence, 340/450 nm, Alexa 350 dye-equivalents; active compounds read high; in the data active means max dye-equivalent concentration above about 10 nM; inconclusive means mostly about 1.1 nM to 9.6 nM
TexasRed autofl: compound fluoresces in the Texas Red spectral region | Compound fluorescence, Texas Red channel, 547/618 nm; active compounds read high | max dye-equivalent concentration, M | 0.06% of 59,000 active | AID 587; in the data active means max dye-equivalent concentration above about 10 nM; inconclusive means between about 1.1 nM and that limit
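Pin-transferred compounds and Texas Red standards go into 100 mM Tris buffer, pH 8.0. After 15 min at room temperature, plates are imaged with 547/618 nm filters. Each value is a dye-equivalent concentration derived from the per-plate dye curve.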
4-MU autofl: compounds fluorescent in 4-MU spectral region; compound autofluorescence, 340/450 nm, 4-MU equivalents; active compounds read high; max dye-equivalent concentration, M; 11% of 59,000 active; in the data active means max dye-equivalent concentration above about 10 nM; inconclusive means mostly about 1.1 nM to 9.6 nM
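Intrinsic fluorescence at 340/450 nm (ex/em) was read after 15 min at room temperature in pH 8.0, 100 mM Tris. Each compound concentration expressed as 4-MU-equivalent concentration from a six-point 4-MU standard series on each plate.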
Numbers without * were called inactive; i = inactive; ? = inconclusive; · = not tested or not shown; [ ] = dose if it differs, or a comment. Unless noted, the call rests on the fitted dose curve; in most records, active means well fitted curve in the direction sought with a large enough effect; inconclusive means small, poorly fitted or top-dose-only effect, or another doubt; inactive means no such curve, though single readings can be large; an effect the other way counts as inactive or inconclusive.

Screens in order – Rhodamine autofl	FLuc inh	ERK AVP block	Fluorescein fluor	Caspase-7 inhib	4-MU autofl	Casp1 inh	HEK293 cAMP ctrl	TexasRed autofl	Tau fil binding	A350 fluor
CN(C)S(=O)(=O)c1ccccc1C#N
 : i	3.5%	-13.0%	i	0.9%	i	1.6%	5.0%	i	12.1%	i
CCn1c(SCC(=O)NCCOC)nc2sc(C)c(C)c2c1=O
 : i	-0.8%	?	?	-0.2%	i	-1.1%	-5.9%	i	-4.4%	i
O=C(NCCc1ccccc1)c1cc(-c2ccc3c(c2)OCO3)on1
 : i	-3.3%	-19.2%	i	-0.5%	i	-9.2%	3.1%	?	-6.0%	i
CC(C)NC(=O)N1CC[C@@]2(CCCN(C(=O)c3ccco3)C2)C1
 : i	0.3%[11.4 µM]	2.4%	i	0.9%	i	-4.1%	8.6%	i	-2.2%	i
COC(=O)c1cc(-c2cccc(OC)c2)n[nH]1
 : i	-8.1%	1.4%	i	-0.4%	1.31e-08M*	2.5%	-5.9%	i	-3.1%	1.68e-08M*
O=C(c1ccco1)N1CCN=C1SCc1cccc(F)c1
 : ·	0.3%	-1.9%	·	-1.9%	·	-1.2%	?	·	-2.2%	·
O=C(c1ccncc1)N1CCC2(CC1)CCN(c1ccncc1)CC2
 : i	0.6%[11.4 µM]	3.9%	i	-0.5%	i	-0.8%	2.2%	i	1.8%	i
CCC/C=C(\CCC)C(NS(=O)(=O)c1cccs1)c1ccc(C(=O)OC)cc1 (stereo not given)
 : ·	·	16.5%	·	-3.0%	·	-0.9%	?	·	-4.5%	·
Cc1cccc2cc3c(NC(=O)c4ccccn4)nn(C)c3nc12
 : i	-2.0%	7.0%	?	-0.7%	i	-1.2%	21.0%	i	-6.6%	i
COc1cc2c(cc1OC)CN(CC(=O)Nc1cccc(C)c1)CC2
 : i	-4.0%	31.5%[activator]	i	-1.1%	i	-3.1%	27.9%	i	-0.7%	i
O=C(NCCCNCCCNC(=O)c1ccccn1)c1ccccn1
 : i	-2.0%	-0.1%	i	0.6%	i	2.4%	1.7%	i	-8.1%	?
CCc1nnc(NC(=O)CSc2nc3c(c(=O)n2C)SC(C)C3)s1 (stereo not given)
 : ·	2.6%	·	·	-6.3%	·	-4.9%	27.3%	·	-7.5%	·
CCOc1cc(C)c(C(C)C)cc1S(=O)(=O)N1CCN(C)CC1
 : i	1.5%	1.8%	i	0.5%	i	-2.6%	-0.7%	i	-6.3%	?
COc1ccccc1CNC(=O)CN(c1ccc(C)cc1)S(=O)(=O)c1c(C)nn(C)c1C
 : i	0.1%	5.5%	i	1.0%	i	-0.1%	4.1%	i	8.4%	i
CCn1c(=O)n(CC(=O)Nc2cccc(OC)c2)c(=O)c2ccccc21
 : i	-0.3%	-11.4%	i	0.3%	i	2.7%	-5.1%	i	-0.2%	i

Record cards, from the list above. Values in the order: Rhodamine autofl, FLuc inh, ERK AVP block, Fluorescein fluor, Caspase-7 inhib, 4-MU autofl, Casp1 inh, HEK293 cAMP ctrl, TexasRed autofl, Tau fil binding, A350 fluor
`CCc1nnc(NC(=O)CSc2nc3c(c(=O)n2C)SC(C)C3)s1` (stereo not given) in the list: ·, 2.6%, ·, ·, -6.3%, ·, -4.9%, 27.3%, ·, -7.5%, ·
`CC(C)NC(=O)N1CC[C@@]2(CCCN(C(=O)c3ccco3)C2)C1` in the list: i, 0.3%[11.4 µM], 2.4%, i, 0.9%, i, -4.1%, 8.6%, i, -2.2%, i
`CCOc1cc(C)c(C(C)C)cc1S(=O)(=O)N1CCN(C)CC1` in the list: i, 1.5%, 1.8%, i, 0.5%, i, -2.6%, -0.7%, i, -6.3%, ?
`CCn1c(SCC(=O)NCCOC)nc2sc(C)c(C)c2c1=O` in the list: i, -0.8%, ?, ?, -0.2%, i, -1.1%, -5.9%, i, -4.4%, i

(listing goes on)
Screens in order – Rhodamine autofl	FLuc inh	ERK AVP block	Fluorescein fluor	Caspase-7 inhib	4-MU autofl	Casp1 inh	HEK293 cAMP ctrl	TexasRed autofl	Tau fil binding	A350 fluor
COCCCNC(=O)COc1cc(C)c(Cl)c(C)c1
 : ·	-3.5%	-15.4%	·	-0.4%	·	0.0%	3.7%	·	-9.3%	·
COc1ccc(OC)c(Nc2nc(-c3ccc(O)c(O)c3)cs2)c1
 : i	-10.8%	?	?	0.3%	i	-0.5%	-4.4%	?	20µM*	i
CC(C)(C)c1cc2c(O)c(c1)Cc1cc(C(C)(C)C)cc(c1O)Cc1cc(C(C)(C)C)cc(c1O)Cc1cc(C(C)(C)C)cc(c1O)Cc1cc(C(C)(C)C)cc(c1O)Cc1cc(C(C)(C)C)cc(c1O)Cc1cc(C(C)(C)C)cc(c1O)Cc1cc(C(C)(C)C)cc(c1O)C2
 : i	0.9%[11.4 µM]	13.5%[11.5 µM]	i	1.4%[11.5 µM]	i	-1.3%[11.5 µM]	3.2%[11.4 µM]	i	-0.1%[11.4 µM]	i
Cc1oc(-c2cccc(Cl)c2)nc1CN1CCC(C(=O)NCc2ccco2)CC1
 : i	-1.1%	-4.0%	i	0.4%	i	-2.0%	17.0%	i	-1.0%	i
CCC[C@@H]1C[C@@]1(CCC)[C@@H](NC(=O)Oc1ccccc1)c1ccc(C(=O)OC)cc1
 : ·	·	5.2%	·	-0.9%	·	-2.7%	-1.7%	·	?	·
CC1CN(CCc2ccccc2)c2nc3c(c(=O)[nH]c(=O)n3C)n2C1 (stereo not given)
 : i	0.6%	-18.1%	?	-1.4%	i	-1.4%	-31.1%[inhibitor]	i	-9.5%	i
Cc1ccc(C)c(CSc2nnc(-c3cccnc3)n2N)c1
 : i	-1.6%	0.7%	i	-2.6%	i	-0.7%	0.2%	i	113.4%	?
O=C(CCN1C(=O)C2CC=C(Cl)CC2C1=O)NC1CCCCC1 (stereo not given)
 : i	-0.3%	-8.9%	i	-1.2%	i	-0.6%	-0.1%	i	-3.4%	?
CCOC(=O)CC(=O)CSc1nc2sc(C)cc2c(=O)n1Cc1ccco1
 : i	-1.1%	?	i	-5.7%	i	-1.8%	25.9%	i	21.5%	i
O=C(c1ccco1)N1CCN(S(=O)(=O)c2ccc(C3CCCCC3)cc2)CC1
 : i	0.1%	23.9%	i	-2.3%	i	1.6%	25.1µM*	i	13.7%	i
Cc1nc2ccccc2c2oc(C(=O)N3CCC(N4CCCCC4)CC3)cc12
 : ·	-0.5%	-30.0%	·	1.0%	·	-2.7%	-3.3%	·	33.1%	·
CCCNS(=O)(=O)c1cc(Br)cc2c1N(C(=O)CC)CC2
 : i	-1.8%	-5.5%	i	1.0%	i	0.3%	-3.4%	i	12.1%	i
O=S(=O)(c1cccc(-c2nnco2)c1)N1CCCC1
 : i	1.3%	7.5%	?	-0.6%	i	-2.4%	0.3%	i	-8.5%	i
Cn1c(=Nc2ccc(N3CCOCC3)cc2)ccc2ccccc21
 : i	-0.6%	14.3%	i	-1.0%	i	0.2%	-9.0%	i	2µM*	i
O=C1CCCc2sc3c(c2N1)CCCCC3
 : ·	-1.5%	-23.0%	·	0.3%	·	-1.3%	-1.0%	·	-26.9%	·
Cn1c(=O)c2c(ncn2CC(=O)N2CCc3ccccc3C2)n(C)c1=O
 : ·	0.7%	-6.7%	·	1.6%	·	-2.6%	5.1%	·	-5.1%	·
O=C(NCC1OCCc2ccccc21)c1ccco1 (stereo not given)
 : ·	-3.6%	-19.6%	·	-0.3%	·	-1.6%	14.9%	·	3.7%	·
COc1cccc(-c2cc(C(F)(F)F)nc(N3CCC(C)CC3)n2)c1
 : i	2.4%	27.5%	?	1.3%	1.12e-07M*	-3.2%	5.9%	i	-2.9%	1.01e-07M*
CCOC(=O)N1CCN(/C=C(\C#N)c2nc3ccccc3s2)CC1
 : i	-3.7%[25.5 µM]	·	?	·	i	·	·	i	·	?
CN(C)S(=O)(=O)c1ccc(S(=O)(=O)N2CCN(CCC#N)CC2)cc1
 : ·	6.2%	-3.0%	·	-0.6%	·	2.4%	-0.1%	·	15.7%	·
CN(C)S(=O)(=O)c1nc(Cl)c2[nH]cnc2n1
 : i	3.1%[11.4 µM]	-26.4%[11.5 µM]	i	-0.8%[11.5 µM]	i	-2.0%[11.5 µM]	9.6%[11.4 µM]	i	-3.4%[11.4 µM]	i
CC(C)(C)C1CCC2(CC1)C(C#N)=C(SCC(=O)NC1CCCCC1)NC(=O)C2C#N (stereo not given)
 : i	0.2%	14.8%	i	-5.2%	i	-3.5%	-0.1%	?	12.6µM*	i
Cc1ccc(C)c(S(=O)(=O)N2CCN(CC(=O)Nc3cc(C)on3)CC2)c1
 : i	-0.1%	-1.2%	?	0.3%	i	1.3%	3.8%	i	3.7%	i
Cn1c(SCC(=O)Nc2ccc(F)cc2F)nnc1-c1cccnc1
 : ·	2.9%	·	·	1.9%	·	-2.7%	1.3%	·	8.5%	·
Cc1nc(NC(=O)C23CCC(C)(C(=O)O2)C3(C)C)sc1C (stereo not given)
 : i	1.8%	-21.0%	i	1.9%	i	-4.9%	3.7%	?	0.6%	i
Cc1ccc(-n2c(CSc3nc(C)cc(C)n3)nnc2SCC(=O)Nc2nccs2)cc1
 : i	1.4%	-10.6%	i	-3.8%	i	-1.4%	0.3%	i	-2.1%	i

A portion of the library; count on the stated rates, not on these rows.
